TbREL1 primary: TbREL1 RNA ligase inhibitors, primary screen, biochemical, FRET fluorescence; 89,000 compounds, 0.49% hits; RNA-editing ligase 1, mitochondrial (Trypanosoma brucei brucei), P86926; inhibition, % at 9.66 µM; TbREL1 RNA ligation;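 active = inhibition above the mean inhibition across all screened compounds plus 3 SD, cut at about 11% in these data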;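 also: 0% = plate median of test wells and 100% = NSC42067 control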
Target sequence (P86926 whole entry, looked up): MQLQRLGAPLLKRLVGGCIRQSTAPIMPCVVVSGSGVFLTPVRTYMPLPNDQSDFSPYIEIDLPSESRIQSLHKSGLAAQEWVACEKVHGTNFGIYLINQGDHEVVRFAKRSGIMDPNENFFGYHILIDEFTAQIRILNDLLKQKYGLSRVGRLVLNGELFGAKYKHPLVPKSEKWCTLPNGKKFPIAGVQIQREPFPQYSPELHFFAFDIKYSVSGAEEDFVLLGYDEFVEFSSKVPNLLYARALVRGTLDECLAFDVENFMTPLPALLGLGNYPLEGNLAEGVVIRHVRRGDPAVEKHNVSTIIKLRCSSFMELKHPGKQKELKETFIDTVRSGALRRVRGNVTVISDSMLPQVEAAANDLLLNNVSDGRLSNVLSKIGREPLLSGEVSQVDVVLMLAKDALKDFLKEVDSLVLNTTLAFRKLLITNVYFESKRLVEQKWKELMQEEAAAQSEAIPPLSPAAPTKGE
* = called active by the depositor. Not all compounds are listed; rates above refer to the full screens.

SMILES	TbREL1 primary
O=C(NC1CCCCC1)C(c1ccccc1)N(C(=O)c1csnn1)C1CC1 (stereo not given)	-1
CCOc1ccc(C(=O)CSc2nnc(SCc3ccc(Cl)cc3)s2)cc1	0
CCOC(=O)c1cc(C)n(-c2ccccc2)c1C	-4
CCOC(=O)c1ccc(Nc2ncnc3nc[nH]c23)cc1	3
CNS(=O)(=O)c1cccc(C(=O)NCC(c2cccs2)N2CCOCC2)c1 (stereo not given)	1
CCC(=O)Nc1cc(C(=O)OCC(=O)c2ccc(Cl)cc2Cl)ccc1C	-2
COc1ccc(NC(=O)COc2cccc(C(F)(F)F)c2)cn1	-2
CC(C)(C)CC(C)(C)NC(=O)c1ccccc1	-2
CC(=O)c1ccc(S(=O)(=O)NCCC(=O)NC(C)c2ccncc2)cc1 (stereo not given)	1
Cc1c(C(=O)NC2CCCCC2C)oc2ccccc12 (stereo not given)	-1
C[C@@H]1CN([C@@H](C)CO)C(=O)CCCn2nncc2CO[C@@H]1CN(C)C(=O)Nc1ccc(C(C)(C)C)cc1	-2
Cc1ccc(S(=O)(=O)NC2CCCCCC2)cc1C(N)=O	-1
Cc1ccc(S(=O)(=O)N2CCN(C(=O)C3CSC4(C)CCC(=O)N34)CC2)cc1C (stereo not given)	-2
C=CCc1cc(C)ccc1OCCOCCn1ccnc1	7
CC(=O)O[C@@]1(C(C)=O)CCC2[C@H]3C=C(C)C4=CC(=O)CC[C@@]4(C)C3CC[C@]21C (stereo not given in full)	3
Cn1nnnc1SCC(=O)Nc1ccccc1Cl	3
CSc1cc(-c2ccc(Cl)cc2)c(C(=O)NN)s1	3
COc1c(Cl)cc(-c2noc(C)c2C(=O)NCc2ccc3c(c2)OCO3)cc1Cl	4
Nc1cc(N)nc(SCC(=O)Nc2ccc(Br)cc2Cl)n1	-5
Cc1ccc(-c2nc3ccc(Cl)cn3c2Cc2ccsc2)cc1	4
N/C(=N\OC(=O)CCn1cccc(C(F)(F)F)c1=O)c1ccc(Cl)cc1	2
Cc1nn(-c2ccccc2)c(C)c1C(=O)OCC(=O)Nc1ccccc1F	-1
N=c1c(C(=O)NCc2ccc(F)cc2)cc2c(=O)n3ccccc3nc2n1Cc1cccnc1	5
C#CCn1c(-c2cccs2)nc2ccccc21	3
CCOc1ccc(N(CC)S(=O)(=O)c2ccc3c(c2)n(C)c(=O)c(=O)n3C)cc1	0
O=C(CCC(=O)N(CC(=O)NC1CCCCC1)Cc1cccs1)Nc1nccs1	-1
O=C(CSc1nc(C2CC2)nc2ccccc12)N1CCCCC1	-2
O=C(CCS(=O)(=O)Cc1ccccc1)NCc1ccco1	1
O=C(CN1CCN(C(=O)c2ccco2)CC1)Nc1ccccc1	0
COc1cccc(NC(=O)C2CC(=O)N=C(N)S2)c1 (stereo not given)	-1
CCOc1cc(CNCc2ccccn2)ccc1OCC(=O)NC1CCCCC1	-1
CCCCCCCCC(=O)NCCOc1ccc(OC)cc1	-2
O=S1(=O)N=C(N2CCc3ccccc3C2)c2ccccc21	-2
Nc1c(C(=O)N/N=C/c2cccnc2)cnn1-c1ccccc1	1
COc1ccc(-c2cc(=Nc3ccc(C)cc3)c3ccccc3o2)cc1	1
COc1cc(C(=O)OCC(C)=O)c([N+](=O)[O-])cc1OC	-1
O=c1nc2n(c3ccc([N+](=O)[O-])cc13)CCCCC2	0
COc1ccc(CN(CCN2CCOCC2)C(=O)c2cc(Cl)ccc2F)cc1OC	-1
CCOC(=O)C1=C(C)C(c2ccccc2O)NC(=O)N1 (stereo not given)	3
CCc1ccc(Nc2cc(C)nc3nc(C)nn23)cc1	-4
COc1cc(C2NC(=S)NC(O)(C(F)(F)F)C2C(=O)c2cccs2)cc(OC)c1O (stereo not given)	-3
Oc1ccc(/C=N/N(c2ccccc2)c2ccccc2)cc1O	-2
COc1ccc(NS(=O)(=O)/C=C/c2ccccc2)cc1	2
O=C(NCC(O)CO)c1ccc2[nH]c3ccccc3c2c1 (stereo not given)	2
COC(=O)c1cc(NC(=O)CC2SCCNC2=O)cc(C(=O)OC)c1 (stereo not given)	-2
CCn1nnc2sc3c(c2c1=O)CCC(C)C3 (stereo not given)	5
CCOC(=O)N/N=C/c1ccc(OCCSc2ccc(Cl)cc2)c(OCC)c1	6
CCN(Cc1nc2ccccc2c(=O)[nH]1)C(=O)c1cccc(NC(=O)c2cccs2)c1	7
O=C(NCC(=O)N(c1ccc(Cl)cc1)C(C(=O)NC1CCCC1)c1ccncc1)c1ccco1 (stereo not given)	-3
CC(C)CCOCC(=O)Nc1cccc(C(=O)O)c1	1
CC(=O)c1ccc(OCC(=O)OC(C)C(=O)NC2CCCCC2)cc1 (stereo not given)	-1
Cc1ccc2nc(-c3ccc(NC(=O)COC(=O)c4ccc(Br)o4)cc3)sc2c1	3
O=C1OC(CO)CN1Cc1ccccc1 (stereo not given)	-4
COc1cc(C(=O)Nc2ccc(NC(=O)C(C)C)nc2)cc(OC)c1OC	4
Cc1ccc(N(Cc2cc(=O)[nH]c3ccccc23)C(=O)CCl)c(C)c1	-1
CSc1ccc(COC(=O)c2cc([N+](=O)[O-])ccc2N2CCOCC2)cc1	1
CCCCn1c(N)c(N(CC(C)C)C(=O)c2c(-c3ccccc3)noc2C)c(=O)[nH]c1=O	1
CC1CC(C)CN(C(=O)CN2C(=O)NC(C)(C)C2=O)C1 (stereo not given)	1
CCc1cc2cc(C)cc(C)c2nc1SCC(=O)N1CCN(C(=O)c2ccco2)CC1	-6
C(=N\n1cnnc1)/c1cccc(Oc2ccccc2)c1	1

Next results follow.
SMILES	TbREL1 primary
Cc1ccc2c(c1)N(CC(=O)NC1CCCCC1C)C(=O)CO2 (stereo not given)	-1
COc1ccccc1N1CCN(c2ccc([N+](=O)[O-])nc2)CC1	-1
C=CCNC(=S)Nc1nc2c(cc1C(=O)OCC)COC(C)(C)C2	1
O=C(COC(=O)C1=COCCO1)Nc1ncc(C(F)(F)F)cc1Cl	-1
C/C(=N\NC(=O)c1nn(C)c(C)c1Br)c1cccc(NC(=O)c2ccc(F)cc2)c1	0
CCCOC(=O)Nc1cc(OC)c(Cl)cc1OC	1
NC(=O)CSc1nnc(-c2cccc(S(=O)(=O)N3CCOCC3)c2)n1C1CCCCCC1	-3
O=C(COc1ccccc1Br)N1CCN(C(=O)c2ccco2)CC1	4
O=C(CSc1ccccc1)Nc1cccc(S(=O)(=O)N2CCCC2)c1	0
NC(=O)c1cccc(-c2ccnc3c2CC(C(=O)NCc2cccc(Cl)c2)O3)c1 (stereo not given)	1
CC(=O)c1c(C)[nH]c(C(=O)OCc2cc(-c3ccco3)on2)c1C	-1
CSc1ccccc1OCc1cc(C(=O)N(C)Cc2nonc2C)no1	-3
O=C(CCCn1cnc([N+](=O)[O-])n1)Nc1cccc2ccccc12	0
Cn1nc2c(c1C(=O)O)CCCC2	3
COc1ccccc1N1CCN(CC(=O)NC(=O)NCc2ccco2)CC1	1
Cc1ccc(-c2ocnc2C(=O)Nc2ccccc2C(=O)N2CCCC2)cc1	1
Nc1n[nH]c(=S)n1/N=C1/C(=O)Nc2ccccc21	6
Cc1ccc(NC2CCCN(C(=O)CN3C(=O)c4ccccc4C3=O)C2)cc1C (stereo not given)	-9
COc1ccc(S(=O)(=O)NC(C)C(=O)Nc2ccc3c(c2)OCO3)cc1OC (stereo not given)	-1
C[C@H]1[C@@H](NC(=O)C2CCC2)CC[C@@]23CCCN2C(=O)CCC[C@@H]13	2
Cc1cc(C(=O)CN2C(=O)c3ccccc3S2(=O)=O)c(C)n1-c1ccccc1	-3
COc1ccc2c(c1)[nH]c1c(=O)n(Cc3ccncc3)cnc12	7
Fc1ccc(-n2nnc(-c3cnc4ccccc4c3)n2)cc1	2
CCCOc1cccc(C(=O)N/N=C/c2coc3ccccc3c2=O)c1	-2
COc1ccc2c(c1)C(=O)C1NC(=O)NC(=O)C1(Br)N2 (stereo not given)	3
O=C(CSc1nccn1-c1ccccc1)c1ccc(Cl)cc1	-4
Cc1ccc(/C=N/n2c(-c3cccnc3)n[nH]c2=S)s1	-2
CCC(C)NC(=O)Nc1ccc(F)c(Cl)c1 (stereo not given)	0
c1ccc(-c2cncnc2)nc1	8
CC(O)C(C(=O)OCc1ccc([N+](=O)[O-])cc1)N1C(=O)c2ccccc2C1=O (stereo not given)	-4
Cc1ccc(NCC(=O)c2ccccc2)cc1Cl	0
CCn1c(C)[n+](CC)c2ccc(S(=O)(=O)NC)cc21	2
CCOC(=O)C1(C)CCCN1C(=O)c1cccc2ccccc12 (stereo not given)	0
CN(CC(=O)Nc1cccc(S(=O)(=O)N2CCCC2)c1)Cc1ccccc1	-1
N#CCCN/N=C(\Cc1nc2ccccc2[nH]1)c1ccccc1	-2
O=C(Nc1ccc(S(=O)(=O)N2CCCCC2)cc1)c1ccc(F)cc1	1
COc1ccccc1OCc1nc(-c2ccc([N+](=O)[O-])cc2)no1	0
COc1ccccc1CCC(=O)OCC(=O)c1c(N)n(CC(C)C)c(=O)n(C)c1=O	-2
Cc1cc(C)c(C(N)=O)c(Nc2cccc3ccccc23)n1	2
CC(C)(C)c1ccc(Oc2ccc(NC(=O)c3ccco3)cn2)cc1	0
Cc1ccc(CN(C)C(=O)COC(=O)CSc2cc(C)c3ccccc3n2)cc1	5
CN1/C(=C\C(=O)COC(=O)c2ccc([N+](=O)[O-])o2)C(C)(C)c2ccccc21	-1
N#CC1=C(N)Oc2n[nH]c(-c3cccs3)c2C1c1cccs1 (stereo not given)	-2
CSc1nnc2c3cc(C)ccc3n(Cc3ccccc3)c2n1	1
CNC(C)C(=O)NC(C(=O)N1CCCC1C(=O)Nc1cccc2ncccc12)C(C)C (stereo not given)	-3
Cc1nc(CNc2ncnc3ccc(-c4ccc5c(c4)OCO5)cc23)cs1	-1
CCC(=O)OC1(C)C(=O)C=C2C=C(C3CC3)OC=C2C1=O (stereo not given)	1
Cc1ccc(NC(=O)N/C=C/c2ccco2)cc1	-1
CCc1ccc(/C(C)=N/NC(=O)c2ccccn2)cc1	6
c1ccc(-c2nc3ccccn3c2NC2CCCC2)nc1	-5
O=C(CN1CCN(c2ccc(O)cc2)CC1)Nc1ccc2c(c1)OCCO2	-2
N#CC(C#N)=c1ccc2c(c1)NC1(CCCCC1)N=2	-6
CN1C(=O)CC(C(=O)Nc2ccc(F)cc2)SC1=Nc1ccc2c(c1)OCO2 (stereo not given)	-1
O=C(C[n+]1ccccc1)NNc1ccccc1	0
CC(C)OC(=O)c1c(NC(=O)C2CC=CCC2C(=O)O)sc2c1CCCCC2 (stereo not given)	1
O=C1NC2(CCCCC2)C(=O)N1CCS(=O)(=O)Oc1ccc(Br)cc1	-1
Cc1cccc(N2CCN(C(=O)c3cc4n(n3)C(C(F)(F)F)CC(c3ccco3)N4)CC2)c1C (stereo not given)	0
O=C(NCCc1ccccc1F)c1ccc2c(c1)ncn2C1CCCCC1	3
N#CC1=C(N)Oc2n[nH]c(-c3cccs3)c2C1c1ccco1 (stereo not given)	-1
O=C(CSc1cn(CC(=O)N2CCCCC2)c2ccccc12)NCC1CCCO1 (stereo not given)	-1

(listing goes on)
SMILES	TbREL1 primary
COc1ccc2oc(C(=O)NCC3CCCO3)c(C)c2c1 (stereo not given)	1
C=CCn1cc(-c2cccc(Cl)c2)cc(C#N)c1=O	0
O=C(CN1CCN(S(=O)(=O)c2cccc(Cl)c2)CC1)N1CCCCC1	-2
CC1(C)C(=O)Nc2ccccc2N1C(=O)COC(=O)CNS(=O)(=O)c1ccc(F)c(F)c1F	-2
Cn1c2c(c3ccccc31)CCN=C2c1ccccc1	0
CC(C)N1CCCCC(NC(=O)c2ccc(-c3ccccc3)cc2)C1=O (stereo not given)	-4
Cc1nn(Cc2ccccc2)c2c1C(c1ccco1)C(C#N)=C(N)O2 (stereo not given)	-3
CCOc1ccc(-n2c(SCC(=O)NN=Cc3ccc(C(=O)O)cc3)nnc2-c2cccnc2)cc1	-1
O=C(CCC(=O)c1cccs1)OCC(=O)c1ccccc1F	7
COc1ccc(OC)c(C2C(C(=O)Nc3ccc(F)cc3)=C(C)Nc3nc(CCCO)nn32)c1 (stereo not given)	1
NC(=O)CC(NC(=O)Cc1ccc(Cl)cc1)c1ccc(NCC2CC2)c([N+](=O)[O-])c1 (stereo not given)	1
Cc1ccc(OCCCC(=O)Nc2cc(S(=O)(=O)N3CCOCC3)ccc2N2CCOCC2)cc1	-3

Arranged by length of the SMILES (lowest first): part of the list above
SMILES	TbREL1 primary
O=C(C[n+]1ccccc1)NNc1ccccc1	0
Cn1c2c(c3ccccc31)CCN=C2c1ccccc1	0
C=CCn1cc(-c2cccc(Cl)c2)cc(C#N)c1=O	0
O=C(CCC(=O)c1cccs1)OCC(=O)c1ccccc1F	7
N#CC1=C(N)Oc2n[nH]c(-c3cccs3)c2C1c1ccco1 (stereo not given)	-1
CC(C)N1CCCCC(NC(=O)c2ccc(-c3ccccc3)cc2)C1=O (stereo not given)	-4
O=C(CN1CCN(S(=O)(=O)c2cccc(Cl)c2)CC1)N1CCCCC1	-2
O=C1NC2(CCCCC2)C(=O)N1CCS(=O)(=O)Oc1ccc(Br)cc1	-1
CC(C)OC(=O)c1c(NC(=O)C2CC=CCC2C(=O)O)sc2c1CCCCC2 (stereo not given)	1
CN1C(=O)CC(C(=O)Nc2ccc(F)cc2)SC1=Nc1ccc2c(c1)OCO2 (stereo not given)	-1
Cc1ccc(OCCCC(=O)Nc2cc(S(=O)(=O)N3CCOCC3)ccc2N2CCOCC2)cc1	-3
COc1ccc(OC)c(C2C(C(=O)Nc3ccc(F)cc3)=C(C)Nc3nc(CCCO)nn32)c1 (stereo not given)	1
CCOc1ccc(-n2c(SCC(=O)NN=Cc3ccc(C(=O)O)cc3)nnc2-c2cccnc2)cc1	-1
CC1(C)C(=O)Nc2ccccc2N1C(=O)COC(=O)CNS(=O)(=O)c1ccc(F)c(F)c1F	-2
Cc1cccc(N2CCN(C(=O)c3cc4n(n3)C(C(F)(F)F)CC(c3ccco3)N4)CC2)c1C (stereo not given)	0
